Assay outcomes (PubChem)
ERp5 block: inhibitors of ERp5-driven insulin aggregation, primary screen, biochemical, turbidity, absorbance 650 nm, single point; 90 min; inhibition, % at 9.99 µM; hit rate 0.05% among 350,000;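 active = mean replicate inhibition above about 25%, with every replicate also reaching it, limit read from the data, passing the limit was not always enough; inconclusive = only one of those two criteria met; inactive = neither criterion met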
Target sequence (Q15084 whole entry, looked up): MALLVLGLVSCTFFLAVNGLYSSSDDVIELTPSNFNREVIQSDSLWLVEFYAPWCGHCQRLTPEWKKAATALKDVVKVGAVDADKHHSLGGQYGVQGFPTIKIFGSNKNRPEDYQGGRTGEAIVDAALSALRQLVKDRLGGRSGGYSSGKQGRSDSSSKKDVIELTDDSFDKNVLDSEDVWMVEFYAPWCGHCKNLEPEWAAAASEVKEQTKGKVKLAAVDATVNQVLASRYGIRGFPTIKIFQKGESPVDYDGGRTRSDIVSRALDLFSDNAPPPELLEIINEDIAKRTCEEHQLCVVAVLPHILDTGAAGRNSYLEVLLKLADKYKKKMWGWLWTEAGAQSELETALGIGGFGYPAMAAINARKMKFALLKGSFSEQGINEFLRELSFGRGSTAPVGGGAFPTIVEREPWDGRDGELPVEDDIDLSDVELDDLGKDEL
PglD inh: C. jejuni PglD acetyltransferase inhibitors, primary screen, biochemical, DTNB colorimetric, single point. purified PglD enzyme, DTNB colorimetric CoA detection. hit rate 0.098% among 360,000. UDP-N-acetylbacillosamine N-acetyltransferase PglD (Campylobacter jejuni). AID 602405, 2012. inhibition, % at 12.5 µM; in the data active = inhibition above about 16%, passing the limit was not always enough; inconclusive = no clear call, values can overlap the other calls; note: strong numbers were not always called active
esBAF inh: Bmi1 luciferase reporter increase in mESCs, primary screen, esBAF inhibitor project, mouse ES cells, Bmi1 luciferase knock-in, single point. hit rate 2% among 350,000. reporter increase, % at 12.5 µM. 24 h; 100% = twice the neutral-well signal; in the data active = activation above about 40%; inconclusive = no clear call, values can overlap the other calls;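 note: 0% = median of the plate's neutral control wells and 100% = double that signal; a rise in the Bmi1 reporter signal indicates esBAF inhibition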
ARNT-TACC3 inh: disruptors of ARNT/TACC3 protein interaction, primary screen, biochemical, AlphaScreen, single concentration; AlphaScreen His-ARNT PAS-B/GST-TACC3 binding, luminescence; TACC3 fragment carries E629A point mutation; Transforming acidic coiled-coil-containing protein 3 (Homo sapiens), Q9Y6A5; hit rate 0.66% among 390,000; AID 623870, 2012; inhibition, % at 9.99 µM;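 active = mean inhibition of replicates at least 50% and at least half of replicates each reaching 50%; inconclusive = half or more replicates reach 50% but mean below 50%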;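 note: 0% = complete ARNT plus TACC3 wells and 100% = ARNT alone without TACC3; many hits fall short of the cut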
RAD52 inh: RAD52 DNA annealing inhibitors, primary screen, biochemical, FRET, single point, set 2; AID 651710, 2012; recombinant RAD52 DNA annealing, FRET fluorescence; inhibition, % at 18.7 µM; hit rate 0.46% among 360,000;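 active = every replicate showing at least 50% inhibition; inconclusive = mean inhibition at least 50% but not in every replicate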
E-selectin induc: E-selectin induction in HUVECs, primary screen, imaging, HUVEC, immunofluorescence imaging, single point | normalized: neutral wells 0, TNF-alpha wells 100 | activation, % at 7.58 µM | hit rate 0.37% among 260,000;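 active = mean E-selectin-positive cell signal at least 10% of the positive control, reached in at least 60% of replicates, without over 20% cell loss; inconclusive = no rule given, readout overlaps actives, possibly toxicity-flagged; inactive = the rest, including those meeting only one limit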;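 note: in these data hits start at about 27%; measured in HUVEC primary endothelial cells; signal is the percent of cells scored E-selectin positive by PE staining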
Target sequence (P16581 whole entry, looked up): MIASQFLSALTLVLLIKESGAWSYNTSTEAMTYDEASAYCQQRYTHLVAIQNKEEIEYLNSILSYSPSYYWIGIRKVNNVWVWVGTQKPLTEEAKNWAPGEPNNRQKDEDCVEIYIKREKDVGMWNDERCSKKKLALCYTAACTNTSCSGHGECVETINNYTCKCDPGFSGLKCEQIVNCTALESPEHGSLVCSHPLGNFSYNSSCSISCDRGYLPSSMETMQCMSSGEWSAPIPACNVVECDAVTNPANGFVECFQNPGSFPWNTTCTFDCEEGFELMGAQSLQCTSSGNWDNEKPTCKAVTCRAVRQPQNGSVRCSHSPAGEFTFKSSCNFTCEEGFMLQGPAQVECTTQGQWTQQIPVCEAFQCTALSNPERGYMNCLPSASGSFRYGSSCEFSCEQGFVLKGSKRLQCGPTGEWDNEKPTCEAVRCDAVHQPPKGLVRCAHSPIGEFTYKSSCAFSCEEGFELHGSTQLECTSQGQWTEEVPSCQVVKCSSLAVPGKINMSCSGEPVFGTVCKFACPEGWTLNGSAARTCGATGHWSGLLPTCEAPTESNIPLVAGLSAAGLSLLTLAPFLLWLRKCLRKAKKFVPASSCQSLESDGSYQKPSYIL
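Material: HUVEC primary endothelial cells; Amount: 3,000 cells per well; Dosing: single concentration; Medium: EGM-2 growth medium on 0.1% gelatin-coated wells; Read-out basis: percent E-selectin-positive cells; Signal: immunofluorescence imaging; Control set: TNF-alpha, DMSO.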
Casp6 inh: human caspase-6 inhibitors, primary screen, biochemical, VEID-R110 fluorescence, single point, set 2; inhibition, % at 12.5 µM; hit rate 0.53% among 350,000; P55212; purified caspase-6, Z-VEID-R110 cleavage fluorescence;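 active = mean inhibition across replicates at least about 35%, with every replicate also reaching that limit, limit read from the data; inconclusive = only one of the two criteria met; inactive = neither criterion met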;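 note: 0% = median of neutral control wells and 100% = no fluorescence left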
RAD54 inh: inhibitors of human RAD54 branch migration, primary screen, biochemical, fluorescence, single point; RAD54 Holliday junction branch migration, FAM/BHQ fluorescence; inhibition, % at 10.4 µM; hit rate 0.14% among 360,000;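 active = mean normalized replicate activity at least 40 and at least half of replicates scoring 40 or more; inconclusive = only one of the two criteria met; inactive = mean below 40 and under half of replicates reaching 40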;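 note: 0% = median of neutral control wells and 100% = median of positive control wells; inhibitors cause a drop in the FAM fluorescence signal; in these data hits start at about 50%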
Starred values were filed as active, the others as inactive; u = inconclusive; x = not tested or not shown.

[1] Cn1c(=O)n(C)c2cc(NC(=O)COc3ccc(F)cc3)ccc21
[2] c1coc(-c2nnc3sc(-c4cccs4)nn23)c1
[3] COCC(=O)N(C)C[C@H]1Oc2cc(-c3ccc(F)cc3)ccc2S(=O)(=O)N([C@H](C)CO)C[C@H]1C
[4] O=C(NCc1cccc(C(F)(F)F)c1)c1c[nH]c(=O)s1
[5] CC(C)NC(=O)Nc1ccc2c(c1)C(=O)N([C@@H](C)CO)C[C@H](C)[C@@H](CN(C)C)O2
[6] Cc1cccc(-n2c(=O)[nH]c3c(C(N)=O)nc(CC(C)C)nc32)c1
[7] CCOCCCN(C(=O)c1ccco1)C(C(=O)NC1CCCC1)c1ccc(OC)cc1 (stereo not given)
[8] COc1ccc(CN(CC(O)COCc2ccccc2)S(=O)(=O)c2ccccc2Br)cc1OC (stereo not given)

Compound,1,2,3,4,5,6,7,8
ERp5 block,0,x,6,-3,-5,x,-2,1
PglD inh,2,2,16,-3,1,-2,-4,1
esBAF inh,8,-1,13,-4,-4,0,-10,-4
ARNT-TACC3 inh,-4,-9,-3,x,36,-2,-4,-2
RAD52 inh,-3,x,-9,-16,-4,x,-2,-14
E-selectin induc,-0.1,x,0.1,x,-2.0,x,-0.1,x
Casp6 inh,0,x,-1,-1,-3,x,2,2
RAD54 inh,-1,6,5,-12,0,-6,-3,-9

[9] C[C@H](CO)N1C[C@H](C)[C@@H](CN(C)Cc2ccc(Oc3ccccc3)cc2)OCc2ccccc2-c2ccccc2C1=O
[10] N#C[C@H]1[C@@H](c2ccccc2)[C@H](CO)N1S(=O)(=O)c1ccc(F)cc1
[11] O=C(/C=C/c1ccco1)Nc1nc(-c2ccccn2)cs1
[12] CCN(c1ccccc1C)S(=O)(=O)c1cc2c3c(c1)CCC(=O)N3CCC2
[13] CCC(=O)Nc1ccc2c(c1)C(=O)N(C)[C@@H]1CC[C@H](CC(=O)N3CCCCC3)O[C@H]1CO2
[14] COc1ccccc1NC(=O)c1cc2c(CO)cnc(C)c2oc1=Nc1ccc(OC)c(OC)c1
[15] COCCNC(=S)N1CCN(C(c2ccccc2)c2ccccc2)CC1
[16] COc1ccc(NC(=O)CCN2C(=O)c3ccc([N+](=O)[O-])cc3C2=O)c(OC)c1

Compound,9,10,11,12,13,14,15,16
ERp5 block,-5,2,0,-2,2,3,2,-2
PglD inh,x,1,x,3,-1,6,-1,0
esBAF inh,x,-4,x,8,-4,4,-12,x
ARNT-TACC3 inh,x,0,65*,-2,-6,-5,4,-7
RAD52 inh,-2,0,-48,-10,3,-3,-8,-20
E-selectin induc,15,0.9,x,x,0.0,0.1,-0.2,x
Casp6 inh,-1,1,-2,5,-1,-2,-2,5
RAD54 inh,x,-12,x,8,-5,8,4,-4

[17] Cn1c(SCC(=O)Nc2cccc(S(=O)(=O)NC3=NCCCCC3)c2)nnc1-c1ccncc1
[18] CC(Sc1nc2ccccc2c(=O)n1CCc1ccc(S(N)(=O)=O)cc1)C(=O)NC(N)=O (stereo not given)
[19] CCCc1c(C(=O)Nc2ccc(F)cc2C)cnn1-c1ccccc1
[20] CC1=NNC(=O)C1C(c1ccccc1)C(C#N)C#N (stereo not given)
[21] COc1cccc(/C=N/Nc2ccc(C(=O)O)cc2)c1O
[22] CCCSCCCNC(=O)Cn1nc(CC)n2c(cc3c(OC)cccc32)c1=O
[23] O=C(NCc1ccccc1F)C1CCCN1C(=O)NCc1ccccc1 (stereo not given)
[24] O=C1NC(=S)SC1=C1CCCCCC1

Compound,17,18,19,20,21,22,23,24
ERp5 block,-3,-1,2,x,3,5,x,5
PglD inh,x,-1,-4,0,x,-8,-5,1
esBAF inh,x,-2,-2,-3,x,-1,0,-4
ARNT-TACC3 inh,0,x,0,-4,-1,3,0,6
RAD52 inh,-9,-8,-7,x,-7,-11,x,-90
E-selectin induc,3.1,0.0,0.0,x,x,0.1,x,x
Casp6 inh,0,-2,2,x,0,-2,x,24
RAD54 inh,x,-5,-9,3,x,1,2,-15

[25] CCOC(=O)N1CCC(NC(=O)CS(=O)Cc2nc(-c3ccc(C)cc3)oc2C)CC1 (stereo not given)
[26] CCCNC(=O)Nc1ccc2c(c1)C(=O)N(C)C[C@@H](OC)[C@H](C)CN(C(=O)C1CCC1)[C@H](C)CO2
[27] CCOC(=O)c1c(C)[nH]c(C(=O)COC(=O)c2c(CC)noc2C)c1C
[28] COc1ccccc1N1CCN(C(=O)Cn2ncc3c([nH]c4ccccc43)c2=O)CC1
[29] Cn1c2c(c(=O)n(C)c1=O)CN(Cc1ccco1)CN2
[30] CC(C)CN(C(=O)COC(=O)CCc1nc2ccccc2s1)c1c(N)n(Cc2ccccc2)c(=O)[nH]c1=O
[31] O=C(CSc1nc2ccccc2o1)Nc1ccccc1N1CCOCC1
[32] COc1cccc(-c2nc(CS(=O)(=O)CC(=O)Nc3ccccc3Cl)c(C)o2)c1

Compound,25,26,27,28,29,30,31,32
ERp5 block,-8,-5,9,-4,x,-4,x,-3
PglD inh,-1,0,-1,-1,0,1,0,7
esBAF inh,1,-4,-3,3,-3,-1,3,4
ARNT-TACC3 inh,5,-11,-5,-4,0,-20,-5,2
RAD52 inh,-3,1,-18,-8,x,-17,x,-5
E-selectin induc,x,0.0,x,x,x,0.1,x,x
Casp6 inh,-1,-1,1,5,x,-4,x,5
RAD54 inh,-3,-4,-3,-4,-6,-8,-18,-7

[33] CCOCCCNC(=O)CCc1ccc(S(=O)(=O)Nc2ccc(C)cc2)cc1
[34] NC(=O)CC[C@H](NC(=O)c1ccc(F)cc1)C(=O)OCC(=O)Nc1c(F)c(F)c(F)c(F)c1F
[35] CN(C)C(CNC(=O)c1cccc(S(=O)(=O)N2CCN(c3ccc(F)cc3)CC2)c1)c1ccccc1 (stereo not given)
[36] CO[C@H]1CN(C)C(=O)c2ccc(NS(=O)(=O)C3CCCCC3)cc2OC[C@@H](C)NC[C@H]1C
[37] O=c1c2ccccc2nc2sc(Nc3cccc(Cl)c3)nn12
[38] CCn1cc(C(=O)N(C)Cc2ccc(OC(F)F)cc2)c(=O)c2ccc(C)nc21
[39] COc1ccc(NC(=O)CSc2nc3ccncc3[nH]2)c(OC)c1
[40] O=C(Nc1nc2ccccc2[nH]1)C1CCCO1 (stereo not given)

Compound,33,34,35,36,37,38,39,40
ERp5 block,15,-1,2,2,3,0,2,-2
PglD inh,-10,1,4,1,1,-1,6,7
esBAF inh,-4,x,-9,-2,46*,-1,1,u
ARNT-TACC3 inh,0,-1,31,-3,-2,-5,-27,-1
RAD52 inh,-1,-14,4,0,-13,-11,1,-4
E-selectin induc,x,x,-0.1,-0.2,0.6,0.0,x,x
Casp6 inh,2,-2,-2,3,-3,2,0,3
RAD54 inh,2,1,-10,-18,-6,3,-13,-11

[41] Cc1cc(C(=O)Cn2nnc(-c3ccc(Cl)cc3)n2)c(C)n1CC1CCCO1 (stereo not given)
[42] COc1ccc(C#Cc2cnc3c(c2)C(=O)N([C@H](C)CO)C[C@H](C)[C@H](CN(C)C(=O)Nc2ccccc2)O3)cc1OC
[43] CCCNC(=O)N[C@@H]1CC[C@H](CCn2cc(C3CC3)nn2)O[C@H]1CO
[44] COc1ccc(/C=N/Nc2ccc([N+](=O)[O-])cc2)cc1Cn1cc([N+](=O)[O-])cn1
[45] CO[C@H]1CN(C)C(=O)c2ccc(NC(=O)Cc3ccccc3)cc2OC[C@@H](C)N(C(C)=O)C[C@@H]1C
[46] CN1CCN(C(=O)C[C@H]2C[C@H]3c4cc(NC(=O)C5CCC5)ccc4O[C@H]3[C@@H](CO)O2)CC1
[47] Clc1ccccc1-c1nc(-c2cccnc2)no1
[48] Cc1noc(C)c1NC(=O)N(C)C[C@H]1OCCCC[C@@H](C)Oc2ccc(NC(=O)c3ccncc3)cc2C(=O)N([C@@H](C)CO)C[C@@H]1C

Compound,41,42,43,44,45,46,47,48
ERp5 block,0,-7,-8,x,-5,6,x,2
PglD inh,-4,1,1,10,2,0,2,-3
esBAF inh,1,-1,1,18,3,3,24,-1
ARNT-TACC3 inh,-5,20,-5,-3,-7,-5,-5,-5
RAD52 inh,-15,20,10,x,-2,-2,x,-6
E-selectin induc,x,0.5,-0.2,x,-0.5,-0.5,x,-0.1
Casp6 inh,-1,1,-1,x,x,-3,x,0
RAD54 inh,7,2,-1,-3,-4,-2,-2,14

[49] N#Cc1ccccc1COC(=O)CCN=C1NS(=O)(=O)c2ccccc21
[50] CCn1c(SCC(=O)Nc2cc(C)c(Cl)cc2OC)nnc1-c1ccco1
[51] O=C(NC1CCCC1)C(c1ccc(F)cc1)N(C(=O)c1csnn1)C1CCCC1 (stereo not given)
[52] N#CCSc1ccccc1NC(=O)CN1C(=O)C(=O)N(Cc2ccccc2)C1=O
[53] O=C(Cc1ccccn1)NCC[C@@H]1CC[C@@H](NC(=O)Nc2ccccc2)[C@H](CO)O1
[54] COc1ccc(N2CCN(C(=O)C3CCN(S(=O)(=O)c4ccc(C)cc4)CC3)CC2)cc1

Compound,49,50,51,52,53,54
ERp5 block,-8,9,-2,9,4,-5
PglD inh,7,0,0,x,3,-9
esBAF inh,-14,-1,6,x,-6,-6
ARNT-TACC3 inh,-10,-7,6,0,13,0
RAD52 inh,-32,-38,-8,-36,-20,-10
E-selectin induc,-1.4,x,x,0.0,0.3,x
Casp6 inh,2,2,-2,1,-1,-1
RAD54 inh,-2,2,-2,x,-5,13

Filtered by structure: the entries above containing an NH in an aromatic ring
[4] O=C(NCc1cccc(C(F)(F)F)c1)c1c[nH]c(=O)s1
[6] Cc1cccc(-n2c(=O)[nH]c3c(C(N)=O)nc(CC(C)C)nc32)c1
[27] CCOC(=O)c1c(C)[nH]c(C(=O)COC(=O)c2c(CC)noc2C)c1C
[28] COc1ccccc1N1CCN(C(=O)Cn2ncc3c([nH]c4ccccc43)c2=O)CC1
[30] CC(C)CN(C(=O)COC(=O)CCc1nc2ccccc2s1)c1c(N)n(Cc2ccccc2)c(=O)[nH]c1=O
[39] COc1ccc(NC(=O)CSc2nc3ccncc3[nH]2)c(OC)c1
[40] O=C(Nc1nc2ccccc2[nH]1)C1CCCO1 (stereo not given)

Compound,4,6,27,28,30,39,40
ERp5 block,-3,x,9,-4,-4,2,-2
PglD inh,-3,-2,-1,-1,1,6,7
esBAF inh,-4,0,-3,3,-1,1,u
ARNT-TACC3 inh,x,-2,-5,-4,-20,-27,-1
RAD52 inh,-16,x,-18,-8,-17,1,-4
E-selectin induc,x,x,x,x,0.1,x,x
Casp6 inh,-1,x,1,5,-4,0,3
RAD54 inh,-12,-6,-3,-4,-8,-13,-11
